# Screens (PubChem)
# MT1-MMP act inh = blocks activation of human MT1-MMP. AID 651647. P50281. HT1080 RFP-PRO-GFP cells, GFP/RFP ratio fluorescence, overnight; percent of plate control window, DMSO zero. hit rate 0.061% among 360,000. GFP/RFP ratio change, % at 20 µM;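 active means GFP/RFP ratio change of at least 30% with cell ATP level not reduced by more than half and red fluorescence within 50% of control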; further: strong numbers were not always called active
#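 system = RFP-PRO-GFP reporter HT1080 cells | dosing = 20 µM single dose, 1% DMSO | timing = overnight cell settling, then overnight compound exposure, 37 °C, 5% CO2 | read-out basis = GFP/RFP fluorescence ratio | controls = DMSO and RFP-L50D-GFP cell wells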
# FAS TE block = blocks the thioesterase domain of human fatty acid synthase | recombinant FAS-TE, OMFH fluorogenic substrate, fluorescence endpoint | hit rate 0.67% among 360,000 | AID 602261 | inhibition, % at 15 µM | P49327;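 active means compounds whose normalised, plate-corrected inhibition of enzyme fluorescence in the single-dose primary screen is 50% or more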;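 further: 0% = DMSO with enzyme and 100% = substrate without enzyme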
# MLLE-PAM2 inh = blocks PAM2 peptide binding to the PABP1 MLLE domain; P11940; GST-MLLE / FITC-PAM2 fluorescence polarization; inhibition, % at 20 µM; hit rate 0.36% among 360,000; in the data active means inhibition above about 35%, passing the limit was not always enough;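 further: plate controls were DMSO wells with GST-MLLE for no effect and wells lacking GST-MLLE protein for full effect; some results filed as inactive read as strong as hits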
# Target sequence (P11940 whole entry, looked up, the tested form may be a part): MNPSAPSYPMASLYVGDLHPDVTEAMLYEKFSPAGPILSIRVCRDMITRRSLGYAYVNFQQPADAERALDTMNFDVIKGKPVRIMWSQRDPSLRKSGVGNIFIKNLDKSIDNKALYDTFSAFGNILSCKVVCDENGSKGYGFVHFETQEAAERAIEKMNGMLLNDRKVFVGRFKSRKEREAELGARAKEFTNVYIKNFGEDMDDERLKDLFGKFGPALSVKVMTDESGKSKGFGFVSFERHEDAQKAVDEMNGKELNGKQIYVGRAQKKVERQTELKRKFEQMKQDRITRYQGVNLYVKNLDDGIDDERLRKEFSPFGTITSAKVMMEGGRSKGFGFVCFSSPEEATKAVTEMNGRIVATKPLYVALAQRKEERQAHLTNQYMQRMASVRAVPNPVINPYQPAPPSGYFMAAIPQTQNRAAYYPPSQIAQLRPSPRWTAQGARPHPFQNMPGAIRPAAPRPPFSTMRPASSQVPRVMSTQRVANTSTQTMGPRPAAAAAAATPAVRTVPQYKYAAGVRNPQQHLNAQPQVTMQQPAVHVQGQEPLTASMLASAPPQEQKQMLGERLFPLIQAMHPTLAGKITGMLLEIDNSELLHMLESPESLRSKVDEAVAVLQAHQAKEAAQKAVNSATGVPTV
# Neddylation inh = cullin neddylation inhibition; hit rate 0.58% among 360,000; P61081+Q13564; calls only at 25 µM; TR-FRET cullin neddylation, biochemical; in the data active means inhibition above about 36%
# SKN-1 inh = blocks SKN-1 activity in C. elegans; C. elegans VP596 Pgst-4::GFP/RFP ratio, acrylamide-induced, 24 h; inhibition, % at 21.8 µM; hit rate 0.49% among 360,000;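 active means interference check ratio from 0.5 to 1.5 plus GFP to RFP signal ratio inhibition reaching or exceeding a fixed threshold, cut at about 30% in these data, passing the limit was not always enough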; further: some compounds called inactive have numbers as strong as hits
# Rin1 Abl inh = blocks binding of human Rin1 to Abl. P00519+Q13671. TR-FRET Rin1/Abl binding, biochemical. inhibition, % at 7.35 µM. hit rate 0.4% among 360,000. AID 588664; in the data active means inhibition above about 5%, passing the limit was not always enough
# Rpn11 block = inhibitors of human proteasome Rpn11 | O00487 | human 26S proteasome, Ub4-pepOG fluorescence polarization; 20S core pre-blocked with epoxomicin | calls only at 20 µM | hit rate 0.59% among 360,000 | AID 588493;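 active means inhibition at 20 µM, scaled to each plate's controls, above about 33%, limit read from the data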
# Target sequence (O00487 whole entry, looked up): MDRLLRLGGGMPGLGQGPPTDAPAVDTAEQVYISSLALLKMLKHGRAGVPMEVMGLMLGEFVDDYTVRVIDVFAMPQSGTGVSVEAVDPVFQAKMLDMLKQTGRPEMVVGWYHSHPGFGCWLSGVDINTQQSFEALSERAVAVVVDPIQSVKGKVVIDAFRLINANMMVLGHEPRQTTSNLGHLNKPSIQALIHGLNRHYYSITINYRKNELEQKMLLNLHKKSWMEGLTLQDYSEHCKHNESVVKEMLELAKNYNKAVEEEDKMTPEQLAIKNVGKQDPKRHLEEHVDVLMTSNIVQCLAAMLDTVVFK
# NadD block = inhibitors of Staphylococcus aureus NadD; AID 602399; purified NadD enzyme, colorimetric absorbance read-out; hit rate 0.78% among 360,000; inhibition, % at 20 µM; in the data active means inhibition above about 26%; further: some compounds past the cut are filed as inactive
# CSN inh = CSN deneddylation inhibition; Purified CSN, SCF-Nedd8-OG deneddylation, fluorescence polarization; inhibition, % at 12.5 µM; hit rate 0.38% among 360,000;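 active means pattern-corrected inhibition above about 35%, with an unprinted fluorescence ratio check between 0.5 and 1.5, limit read from the data, passing the limit was not always enough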;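 further: 0% = enzyme with substrate and 100% = substrate without enzyme; some results filed as inactive read as strong as hits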
#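 Assay system: HEK293T-derived human Csn5 enzyme; quantity: 0.24 nM enzyme; medium: Tris/NaCl/DTT buffer, pH 7.5; also added: substrate SCFSkp2-Nedd8OG, 10 nM; doses: 12.5 µM compound; schedule: 90 min reaction at room temperature; signal: FP; read-out: % inhibition of substrate cleavage by Csn5; benchmarks: substrate-only high control, full reaction low control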
# * marks the source's active call; other numbers are inactive results; i = inactive; . = no result given; + = active, no number.
SMILES,MT1-MMP act inh,FAS TE block,MLLE-PAM2 inh,Neddylation inh,SKN-1 inh,Rin1 Abl inh,Rpn11 block,NadD block,CSN inh
CCOC(=O)C1CCN(C(=O)Nc2ccc(NC(=O)C3CCN(C(=O)OCC)CC3)cc2)CC1,7,-4,-1,i,-2,14*,i,-5,4
COc1ccc(OC)c(-c2csc3nnc(SCC(=O)Nc4ccc(NC(C)=O)cc4)n23)c1,0,-8,4,i,6,-4,i,0,2
COc1cc(C(=O)NCC(C)(C)CNC(=O)c2cc(OC)c(OC)c(OC)c2)cc(OC)c1OC,-1,-4,3,i,-6,4,i,-3,0
Cc1ccc(-c2cc(C(F)(F)F)c(C#N)c(=O)[nH]2)cc1,1,-9,13,.,-5,3,i,-3,2
O=C(NN1C(=O)C2C3C=CC(C4CC34)C2C1=O)c1ccccc1Cl (centres undefined),5,-9,-5,i,2,-2,i,2,-1
COc1ccccc1C(=O)Nc1nc(-c2cccs2)c(NC(C)=O)s1,3,2,16,.,-7,-2,i,0,24
COc1ccc(NC(=O)Nc2nnc(Cc3ccc(F)cc3)s2)cc1,-18,1,-43,i,3,-1,+,-8,15
O=C(CCc1nc2ccccc2c(=O)[nH]1)Nc1ccc(F)c([N+](=O)[O-])c1,-5,23,-21,i,7,-2,i,9,8
O=[N+]([O-])c1cc(-c2ccc(/C=N/c3nc4ccccn4c3-c3ccco3)o2)ccc1Cl,2,4,23,i,15,-4,i,5,-3
COc1ccc(CNc2ccncc2)c(OC)c1OC,2,-6,5,i,0,2,i,-6,1
COc1ccc(-c2sc3ccccc3c2C#Cc2cncn2C)cc1,-6,24,7,.,16,3,i,12,-4
CCOc1ccccc1NC(=O)COC(=O)CC(NC(N)=O)c1ccc(Cl)cc1 (centres undefined),2,-6,-36,i,-3,-6,i,-1,3
O=C(/C=C/c1c(Cl)cccc1Cl)NCCc1ccccc1,3,-2,-1,i,15,-2,i,-7,1
CCOC(=O)c1sc(NC(=O)CSc2nnc(-c3ccc(OC)cc3)n2CCOC)nc1C,4,0,2,i,-5,-1,i,-3,1
c1ccc(-n2cc(CNCCc3cscn3)c(-c3ccc4c(c3)OCO4)n2)cc1,2,-1,-8,i,3,0,i,-1,-1
CCc1ccc(NC(=O)CSc2nc3ccsc3c(=O)n2CCC(=O)O)cc1,0,-2,-16,i,-12,0,i,7,1
C[C@@H]1CN([C@@H](C)CO)C(=O)CCCn2nncc2CO[C@H]1CN(C)C(=O)Nc1cccc(Oc2ccccn2)c1,2,-11,-9,i,11,-4,i,-2,5
O=C(c1ccc(S(=O)(=O)Cc2cc(F)ccc2F)c([N+](=O)[O-])c1)N1CCCCC1,-1,0,-1,i,-10,-2,i,-4,4
CN(CCNC(=O)C1CC(=O)N(c2ccc(F)c(Cl)c2)C1)Cc1ccccc1 (centres undefined),5,10,3,i,-6,3,i,-11,-1
COc1ccc(S(=O)(=O)NC2CCCC2)c(OC)c1,2,-6,4,i,-17,-2,i,-2,-3
COc1cccc(OC)c1C(=O)N1CCN(Cc2ccccc2C)CC1,3,-9,1,i,1,3,i,0,7
COc1ccc(C(O)(CCN2CCOCC2)c2ccccc2)cc1 (centres undefined),-1,-3,5,i,9,1,i,-2,2
Cc1cccc(Sc2c([N+](=O)[O-])ncn2C)c1,3,0,33,i,-9,-3,i,10,4
CCCN(CCO)CCCc1ccccc1,-1,-4,5,i,1,1,i,-1,-5
O=C(NC(c1ccccc1)c1ccccc1)C1(c2cccs2)CCOCC1,-9,11,-8,i,6,1,i,-4,0
CCOc1cc(C(c2c(C)[nH][nH]c2=O)c2c(C)[nH][nH]c2=O)ccc1OS(=O)(=O)c1ccc(C)cc1,-1,-21,-49,i,46*,-1,+,11,2
Cn1c(=O)[nH]c(=O)c2c1nc(N1CCOCC1)n2CC(O)COc1ccccc1 (centres undefined),3,-10,-16,i,11,3,i,-6,-3
CC1=C(C(=O)N2CCOCC2)CC(CC(=O)NCc2ccco2)C(=O)N1Cc1ccccc1 (centres undefined),1,-7,22,i,7,0,i,4,2
NS(=O)(=O)c1ccc(CCNCC(=O)NCc2ccccc2Cl)cc1,5,-1,0,i,27,4,i,0,3
O=S1(=O)CCC(NC(=S)N2CCCCCC2)C1 (centres undefined),0,-12,-104,i,8,0,i,-1,-8
Cc1ccc(/C(N)=N/OC(=O)c2ccc(F)cc2)cc1,-4,-4,-6,i,11,0,i,-5,1
O=C(CNc1ccccc1F)Nc1cccc2ccccc12,2,3,-34,i,6,2,i,-1,3
N#CCCN(C(=S)Nc1ccc(Cl)c(Cl)c1)C1CCCCC1,-2,19,-30,i,-13,-1,i,0,-3
COCCNC(=O)CCCN1C(=O)c2ccccc2Sc2ncccc21,2,-2,2,i,5,1,i,-4,-4
CN1CCN(c2c(/C=N/O)c3ccccc3n2C)CC1,-1,-2,-8,i,-6,-2,i,-5,-2
Cc1ccc(C(=O)NCCNc2ccc([N+](=O)[O-])cc2C(F)(F)F)cc1,3,40,9,i,7,-5,i,-6,3
C#CCOc1ccc(/C=C2/C(=O)N(c3ccc(S(N)(=O)=O)cc3)N=C2C)cc1OC,2,-3,19,i,-2,5,i,6,3
O=C(C1COc2ccccc2O1)N1CCN(S(=O)(=O)c2ccccc2)CC1 (centres undefined),-2,2,12,i,-24,0,i,-6,2
COc1ccc(Cl)cc1NC(=O)Nc1cc(C)on1,0,1,-9,i,5,-2,i,-1,1
CCO[C@@H]1OC(C(=O)N2CCN(Cc3ccccc3)CC2)=C[C@H](c2csc3ccccc23)[C@H]1CCCO,-3,8,6,i,15,2,i,-1,-2
CCCc1c(C(=O)N/N=C(\C)c2cc(C)sc2C)nnn1-c1nonc1N,2,6,2,i,-1,0,i,-1,5
Cc1cccc(NC(=O)c2cnc3scc(C)n3c2=O)c1,-2,12,0,i,-3,-4,i,-6,6
CC[C@@]1(C(=O)OC)N[C@H](CN(C)C(=O)c2ccccc2)[C@@H]2C(=O)N(C)C(=O)[C@@H]21,2,-8,4,i,0,-5,i,-6,-5
CC(C)CC(=O)N1CCN(C(=O)c2ccc(F)cc2)CC1,-3,-5,5,i,13,0,i,0,2
CC1(C(=O)OCC(=O)Nc2ncc(Cl)cc2Cl)CC1(Cl)Cl (centres undefined),-3,-4,-1,i,-16,-2,i,-6,1
CCC(C)Nc1nc2ccccc2n2c(C)nnc12 (centres undefined),9,0,-2,i,11,-4,i,1,2
O=Cc1sc(Nc2ccccc2)nc1Cl,-48,-14,-126,i,3,-3,+,-6,25
Cc1ccc(CNC(=O)CN(C(=O)C2(C)CC(=O)N=C3C=CC=CN32)c2ccc(F)cc2)cc1 (centres undefined),-3,-6,5,.,-11,1,i,0,2
O=C1c2ccccc2NC(c2ccccc2O)N1c1ccc(F)cc1 (centres undefined),0,-6,-11,.,4,0,i,-4,0
CC(=O)Nc1cccc(Nc2cnccn2)c1,2,-8,2,i,-7,0,i,-6,-4
O=C(Nc1ccccc1N1CCN(C(=O)c2ccc(Cl)cc2)CC1)c1ccc(Br)cc1,-3,30,-13,i,-18,3,i,25,0
Cc1nc2ccccc2n1CC(O)COC1CCCCC1 (centres undefined),12,-4,1,i,15,-4,i,-1,-3
CCOC(=O)N1c2ccccc2Sc2ccccc21,-1,10,5,i,8,2,i,-3,-4
Cc1ccc(C)c(NC(=O)CCCCCCCCCCC2COCCO2)c1 (centres undefined),-2,3,9,i,-2,-1,i,3,-4
O=C(NCc1ccco1)c1cccc(Nc2nc3ccc(Br)cc3[nH]2)c1,2,10,1,i,12,0,i,9,-1
COc1ccc(-n2nc(C(=O)NCC(=O)N3CCCC3)c3ccccc3c2=O)cc1Cl,-2,2,0,i,13,-1,i,3,4
Nc1ccccc1-c1ccc(Cl)cc1,-17,3,2,i,-11,5,i,-3,1
CCOc1ccc(C(=O)NC(=S)NCc2cccnc2)cc1[N+](=O)[O-],1,15,22,i,2,-1,i,-3,-4
COc1ccc(C(=O)NCCc2nnc3ccc(SCC(=O)NCCc4ccc(OC)c(OC)c4)nn23)cc1,-2,-8,3,i,-10,1,i,-5,3
CCN(CC)c1ccc(C=NN2CCCCCC2)cc1,21,9,-31,i,8,33*,i,5,1

# Continued:
SMILES,MT1-MMP act inh,FAS TE block,MLLE-PAM2 inh,Neddylation inh,SKN-1 inh,Rin1 Abl inh,Rpn11 block,NadD block,CSN inh
CS(=O)(=O)Nc1ccccc1C(=O)NCCSCc1ccccc1,-1,3,17,.,3,5,i,-5,-3
CC1(C)CCCC2=C1CC1C(=O)N(Cc3cccnc3)C(=O)C1C2 (centres undefined),-4,-10,1,i,11,0,i,-5,-4
COc1ccc([N+](=O)[O-])cc1NC(=O)C(C)OC(=O)Cn1[nH]c(=O)c2ccccc2c1=O (centres undefined),-2,9,6,i,-2,-4,i,2,-3
CCC1=C(c2ccc(C)cc2)S(=O)(=O)N=C1N1CCC(C(=O)NCCCN2CCCCC2C)CC1 (centres undefined),-4,-5,-15,i,10,-2,i,-4,2
CC(Oc1ccccc1)C(=O)N=C1SC2CS(=O)(=O)CC2N1c1ccc(F)cc1 (centres undefined),-2,-2,2,i,2,1,i,-4,0
O=C(Nc1ccc2ccccc2c1)N1CCN(c2ncccc2C(F)(F)F)CC1,-5,6,10,i,14,-3,i,-3,3
O=C(NC1CCCCC1)N1CCNCC1,-1,-6,-3,i,9,-2,i,0,1
Cc1cc(C)n2nc(SCCOc3ccccc3)nc2n1,6,2,-10,i,-5,4,i,-3,-3
Cn1cc(/C=N\O)nc2c(=O)n(-c3ccccc3)c(=O)nc1-2,-9,-8,37*,i,9,-3,i,2,-2
Clc1ccc(Cl)c(-c2ccc(/C=N/c3ncn[nH]3)o2)c1,-1,4,3,i,6,-40,i,2,3
CNc1oc(-c2ccccc2)nc1S(=O)(=O)c1ccc(C)cc1,-2,12,20,i,-3,-3,i,-1,1
CC(C)C(=O)Nc1cccc(COc2ccc(CN(Cc3ccccc3)C(=O)OC(C)(C)C)cc2)c1,-1,22,7,i,-23,-2,i,-7,-1
Cc1ccccc1-c1nc2sc(-c3ccccc3)cc2c(=O)o1,6,39,6,i,-23,-3,i,7,4
Nc1cccc(-c2nc3ccccc3[nH]2)c1,5,-9,3,.,2,1,i,0,-1
CCCC(CCC)=NNC(=O)CN(Cc1ccccc1)S(=O)(=O)c1ccccc1,12,16,4,i,4,-1,i,-1,-6

# Among those listed so far, these have a nitro group on carbon.
SMILES,MT1-MMP act inh,FAS TE block,MLLE-PAM2 inh,Neddylation inh,SKN-1 inh,Rin1 Abl inh,Rpn11 block,NadD block,CSN inh
O=C(CCc1nc2ccccc2c(=O)[nH]1)Nc1ccc(F)c([N+](=O)[O-])c1,-5,23,-21,i,7,-2,i,9,8
O=[N+]([O-])c1cc(-c2ccc(/C=N/c3nc4ccccn4c3-c3ccco3)o2)ccc1Cl,2,4,23,i,15,-4,i,5,-3
O=C(c1ccc(S(=O)(=O)Cc2cc(F)ccc2F)c([N+](=O)[O-])c1)N1CCCCC1,-1,0,-1,i,-10,-2,i,-4,4
Cc1cccc(Sc2c([N+](=O)[O-])ncn2C)c1,3,0,33,i,-9,-3,i,10,4
Cc1ccc(C(=O)NCCNc2ccc([N+](=O)[O-])cc2C(F)(F)F)cc1,3,40,9,i,7,-5,i,-6,3
CCOc1ccc(C(=O)NC(=S)NCc2cccnc2)cc1[N+](=O)[O-],1,15,22,i,2,-1,i,-3,-4
COc1ccc([N+](=O)[O-])cc1NC(=O)C(C)OC(=O)Cn1[nH]c(=O)c2ccccc2c1=O (centres undefined),-2,9,6,i,-2,-4,i,2,-3
